Bioassay records from PubChem.
GLS inhibitor = qHTS for Inhibitors of Glutaminase (GLS) | GLS enzymatic activity, qHTS titration | actives 0.21% (n = 410,000) | Potency, µM (doses to about 45.5 µM), inactives show at the highest dose activity change, negative = inhibition, usual class: inhibitors | Glutaminase kidney isoform, mitochondrial (Homo sapiens), O94925; also: potency is read from the fitted curve at half-maximal effect; % is scaled to controls: 0 for no effect and ±100 for the full control effect
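hKGA; 45 mM KH2PO4 pH 8.2 + 0.02% Tween-20; cpd via pin tool; 1 mM Gln soln; GluOx/HRP/Amplex Red; RT 30 min; fluor. t0 & final.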
RGS4 inhibitor = Inhibitors of Regulator of G Protein Signaling (RGS) 4: qHTS. Potency, µM (doses to about 114 µM), for the others: top-dose activity change, negative = inhibition, most hits filed as inhibitors. Transcreener GDP fluorescence polarization, RGS4-accelerated GTP hydrolysis. Regulator of G-protein signaling 4 (Homo sapiens), P49798. actives 0.039% (n = 390,000); also: potency is read from the fitted curve at half-maximal effect; % is scaled to controls: 0 for no effect and ±100 for the full control effect; nearly all actives have a fitted effect of over 75% in size; some results filed as inactive show a strong effect at the top dose
Target sequence (P49798 whole entry, looked up): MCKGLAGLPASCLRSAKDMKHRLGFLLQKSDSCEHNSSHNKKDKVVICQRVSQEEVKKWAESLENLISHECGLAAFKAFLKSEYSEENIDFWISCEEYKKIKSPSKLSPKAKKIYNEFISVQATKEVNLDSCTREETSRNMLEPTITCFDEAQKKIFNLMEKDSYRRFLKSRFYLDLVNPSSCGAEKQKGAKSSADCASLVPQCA
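MLSMR compounds (23 nl, pin-transferred) preincubated 10 min at room temperature with a 500nM (2x) first reagent, then RGS4 at 900nM (2x) plus Transcreener GDP mix added; fluorescence polarization (620/688 nm) read before and after 90 min at 30 °C.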
BAZ2B inh = qHTS Assay for Inhibitors of BAZ2B; Potency, µM (titrated, usually from 114 µM), for inactives: top-dose activity change, negative = inhibition, usual class: inhibitors; AlphaScreen BAZ2B-H3K14Ac peptide displacement; actives 4.4% (n = 360,000); also: potency is read from the fitted curve at half-maximal effect; % is scaled to controls: 0 for no effect and ±100 for the full control effect; nearly all actives have a fitted effect of over 60% in size
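AlphaScreen displacement of biotin-H3(5-23)K14Ac peptide (50 nM final) from BAZ2B (50 nM final) in PBS pH 7.4, 0.01% Tween-20; complex preformed 30 min RT, then compounds (top 110 uM) 30 min RT, beads 20 min dark.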
HP1b chromo inh = HTS for Inhibitors of HP1-beta Chromodomain Interactions with Methylated Histone Tails. Chromobox protein homolog 1 (Homo sapiens), P83916. AlphaScreen HP1-beta / biotin-H3K9me3 peptide binding. Potency, µM (highest dose often 114 µM), for inactives: at the top dose activity change, negative = inhibition, most hits filed as inhibitors. actives 0.56% (n = 390,000); also: potency is read from the fitted curve at half-maximal effect; nearly all actives have a fitted effect of over 70% in size; inactives centre near 23
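AlphaScreen: HP1-beta (50 nM) preformed 30 min with biotin-H3(1-18)K9me3 peptide (50 nM) in PBS pH 7.4, 0.01% Tween-20. Compound added for 30 min at RT, then streptavidin donor/nickel chelate acceptor beads (10 ug/mL) for 30 min.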
G9a inh = qHTS Assay for Inhibitors of Histone Lysine Methyltransferase G9a; G9a H3K9 monomethylation, AlphaScreen, 2 h; actives 8.8% (n = 350,000); Histone-lysine N-methyltransferase EHMT2 (Homo sapiens), Q96KQ7; Potency, µM (doses to about 102 µM), without a hit: top-dose activity, negative = inhibition, actives largely listed as inhibitors; AID 504332, 2011; also: potency is read from the fitted curve at half-maximal effect; % is scaled to controls: 0 for no effect and ±100 for the full control effect; nearly all actives have a fitted effect of over 75% in size
Target sequence (Q96KQ7 913-1193 limits assumed): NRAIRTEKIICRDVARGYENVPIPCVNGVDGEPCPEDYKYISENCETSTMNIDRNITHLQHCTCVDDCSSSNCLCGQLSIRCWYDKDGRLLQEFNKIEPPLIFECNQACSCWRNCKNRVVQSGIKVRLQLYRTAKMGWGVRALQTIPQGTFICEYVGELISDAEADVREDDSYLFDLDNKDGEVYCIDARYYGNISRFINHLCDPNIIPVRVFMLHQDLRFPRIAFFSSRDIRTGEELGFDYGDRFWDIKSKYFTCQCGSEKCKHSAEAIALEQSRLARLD
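AlphaScreen read-out: biotin-H3K9 peptide (500 nM) methylation by 20 nM enzyme with 20 uM SAM, 2 h at room temperature after 15 min compound preincubation; anti-monomethyl H3K9 antibody plus donor/acceptor beads, 10 min dark.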
ALOX12 inh = Primary qHTS assay for inhibitors of human arachidonate 12S-lipoxygenase (ALOX12): Round 2; Polyunsaturated fatty acid lipoxygenase ALOX12 (Homo sapiens), P18054; purified 12hLO, xylenol orange hydroperoxide absorbance; Potency, µM (series often up to 108 µM), for inactives: at the top dose activity change, negative = inhibition, usual class: inhibitors; actives 1.1% (n = 580,000); also: potency is read from the fitted curve at half-maximal effect; % is scaled to controls: 0 for no effect and ±100 for the full control effect
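Purified human 12hLO (150 nM final) in 25 mM Hepes, 0.01% Triton X-100, pH 7.0 was preincubated 15 min at room temperature with compound. Then 40 uM arachidonic acid was added, 30 min. Hydroperoxide was read by Fe-XO absorbance ratio 573/405 nm.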
ERG-DNA inh = qHTS for Small Molecule Inhibitors of the ERG Ets/DNA interaction | AID 624246, 2012 | Potency, µM (doses to about 76.9 µM), for the others: top-dose FP activity, negative = inhibition, usual class: inhibitors | actives 0.028% (n = 370,000) | Transcriptional regulator ERG (Homo sapiens), P11308 | fluorescence polarization, His-ERG Ets domain / labelled DNA; active = well fitted inhibition curve with a large enough effect in the polarisation, with a control signal flat; inconclusive = small, poorly fitted or top-dose-only effect, or effect the other way, or a change in a side signal; inactive = no such curve, though single readings can be large or run the other way; the % refers to the polarisation;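 also: polarization taken with two DNA probes labelled with fluorescein and Texas red; potency is read from the fitted curve at half-maximal effect; % of control where 0% means no effect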
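His-tagged ERG Ets domain (1 uM in the protein solution; 300mM KCl, 50mM Tris-HCl, 1mM EDTA, 1mM DTT, pH 7.5) received compound, then a probe mix of 5 nM fluorescein-DNA and 100nM Texas-615-DNA. Fluorescence polarization was read for both dyes.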
PI4K2A block = qHTS for small molecular inhibitors of PI4K2A; purified PI4K2A, ADP-Glo luminescence, 1 h; stronger effect = lower value; actives 0.13% (n = 420,000); activity change, negative = inhibition, % at 76.9 µM; AID 1346378, 2018; Phosphatidylinositol 4-kinase type 2-alpha (Homo sapiens), Q9BTU6; in the data active = activity change below about -50%; inconclusive = mostly about -30% to -49%;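 also: -100% = wells without enzyme as full effect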
Target sequence (Q9BTU6 whole entry, looked up): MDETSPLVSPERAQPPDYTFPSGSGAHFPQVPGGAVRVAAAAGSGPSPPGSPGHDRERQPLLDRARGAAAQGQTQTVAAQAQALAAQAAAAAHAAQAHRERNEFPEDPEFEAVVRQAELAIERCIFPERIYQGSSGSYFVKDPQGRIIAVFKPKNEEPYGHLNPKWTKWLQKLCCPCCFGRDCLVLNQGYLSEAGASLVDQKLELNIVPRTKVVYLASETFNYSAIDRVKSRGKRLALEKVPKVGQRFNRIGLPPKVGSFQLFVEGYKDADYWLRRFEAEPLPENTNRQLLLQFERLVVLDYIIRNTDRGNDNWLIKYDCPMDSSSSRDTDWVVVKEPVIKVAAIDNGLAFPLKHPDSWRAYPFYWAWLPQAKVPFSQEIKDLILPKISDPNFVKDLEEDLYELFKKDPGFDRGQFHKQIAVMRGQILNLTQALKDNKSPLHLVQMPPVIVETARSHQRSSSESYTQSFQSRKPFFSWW
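In this quantitative HTS, ADP production by PI4K2A was quantified luminescently after 1 h at ambient temperature; 100 microM adenosine served as plate-quality control.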
JMJD2A Tudor = qHTS Assay for Inhibitors of JMJD2A-Tudor Domain; Potency, µM (titrated, usually from 114 µM), inactives show at the top dose activity change, negative = inhibition, usual class: inhibitors; AlphaScreen JMJD2A-Tudor / H3K4me3 peptide binding; Lysine-specific demethylase 4A (Homo sapiens), O75164; actives 4.4% (n = 390,000); also: potency is read from the fitted curve at half-maximal effect; % is scaled to controls: 0 for no effect and ±100 for the full control effect; nearly all actives have a fitted effect of over 50% in size
* = called active by the depositor; ? = inconclusive; / = no result given; & = joins results of further samples; [ ] = remark or other dose. Unless noted, calls follow the shape of the dose curve; as a rule, active = well fitted curve in the direction sought with a large enough effect; inconclusive = small, poorly fitted or top-dose-only effect, or another doubt; inactive = no such curve, though single readings can be large; an effect the other way counts as inactive or inconclusive.

A first look, two compounds:
| GLS inhibitor | RGS4 inhibitor | BAZ2B inh | HP1b chromo inh | G9a inh | ALOX12 inh | ERG-DNA inh | PI4K2A block | JMJD2A Tudor | SMILES |
| --- | --- | --- | --- | --- | --- | --- | --- | --- | --- |
| -8.6% | -2.4%[56.9 µM] | 3.4% | 42.9%[activator] | 17.9% | / | -2.5% | 6.0 | 0.0% | COn1c(-c2ccccc2)nc2ncccc21 |
| 4.5% | 7.6% | -33.4% | 30.8% | 0.6%[12.7 µM] | 0.0% | 3.2% | -3.3 | -12.0% | COCCCNC1CS(=O)(=O)CC1O (stereo not drawn) |

The list itself (from the top)
| GLS inhibitor | RGS4 inhibitor | BAZ2B inh | HP1b chromo inh | G9a inh | ALOX12 inh | ERG-DNA inh | PI4K2A block | JMJD2A Tudor | SMILES |
| --- | --- | --- | --- | --- | --- | --- | --- | --- | --- |
| -8.6% | -2.4%[56.9 µM] | 3.4% | 42.9%[activator] | 17.9% | / | -2.5% | 6.0 | 0.0% | COn1c(-c2ccccc2)nc2ncccc21 |
| 4.5% | 7.6% | -33.4% | 30.8% | 0.6%[12.7 µM] | 0.0% | 3.2% | -3.3 | -12.0% | COCCCNC1CS(=O)(=O)CC1O (stereo not drawn) |
| -11.0% | -1.3% | 11.0% | 31.2% | 8.8%[12.7 µM] | 20.8% | / | 1.9 | 10.4% | O=C(COC(=O)C12CC3CC(CC(C3)C1)C2)NCCc1ccccc1 |
| -7.9% | 25.6% | -8.3% | 9.3% | 13.5% | -1.3% | 0.6% | 3.0 | -19.3% | CCOC(=O)c1ccc(NC(=O)CN2CCN(Cc3ccccc3)CC2)cc1 |
| -6.8% | 8.9% | 0.7% | 53.0%[activator] | 12.8% | 61.4%[activator] | 9.8% | -1.1 | 1.4% | CSc1nc(N2CCOCC2)c2c(c1C#N)CC(C(C)C)OC2 (stereo not drawn) |
| 5.4% | -28.2% | -11.4% | 27.7% | ? | 1.3% | -17.3% | -56.3* | 0.7% | Cc1cc(=O)n(-c2ccc(C(=O)O)cc2)[nH]1 |
| 12.4% | -27.1% | ? | ? | ? | ? | 3.3% | -6.8 | ? | CC(C)CNC(=S)NC(=O)c1csc([N+](=O)[O-])c1 |
| 0.0% | -5.0% | -16.7% | 8.8% | 28.2µM* | ? | -9.2% | -1.9 | -15.7% | CCn1nnnc1SCC(=O)Nc1ccc(N(C)C)cc1 |
| 0.7% | -9.3% | 10.4% | 46.6%[activator] | 11.9% | -3.8% | -2.0% | 1.4 | -2.8% | N/C(=N\OC(=O)Cc1ccc(-c2ccccc2)cc1)c1ccncc1 |
| 0.0% | 17.7% | ? | 8.0% | ? | 0.0% | -1.2% | 3.0 | -26.9% | Cc1c(C(=O)N2CCOCC2)cc(C(C)(C)C)n1-c1ccccc1 |
| 31.4%[activator] | -20.4% | / | 20.0% | / | -3.8% | -5.6% | -13.4 | -17.4% | O=C(O)c1ccc(C=NN2CCCCCC2)cc1 |
| 35.2%[activator] | 0.4% | ? | -9.8% | ? | 4.5% | 2.6% | 0.7 | ? | c1cncc(-c2nc3ccccn3c2Nc2ccc3c(c2)OCCO3)c1 |
| 6.5% | 6.2% | -26.4% | 24.3% | -33.3% | ? | -4.3% | 4.7 | -15.2% | CCN(CC)S(=O)(=O)c1ccc(N2CC(C(=O)NCCc3c[nH]c4ccccc34)CC2=O)cc1 (stereo not drawn) |
| -4.8% | -24.8%[56.9 µM] | ? | -3.3% | ? | -26.8% | -14.3% | 4.1 | 39.8µM* | CCN1CCN(CCCNC(=O)c2ccc(/C=C3/Sc4ccccc4N(Cc4ccccc4F)C3=O)cc2)CC1 |
| 0.5% | 21.9% | -20.5% | 21.8% | 31.8%[activator][12.7 µM] | -6.5% | 10.3% | -4.0 | -12.8% | COC(=O)c1sccc1NC(=O)c1ccc(OC)c([N+](=O)[O-])c1 |
| 1.8% | -31.2% | 2.9% | 30.9% | -7.5% | -7.0% | -12.0% | -1.2 | -12.8% | CC(=O)c1ccc(-n2cc(C#N)c(=O)[nH]c2=O)cc1 |
| -6.8% | -4.1% | 5.2% | 28.9% | -3.6%[12.7 µM] | 401.6%[activator] | 14.5% | -1.2 | 0.7% | CCCn1c(N)c(C(=O)CSc2nnc(Cc3cccs3)n2C2CC2)c(=O)n(C)c1=O |
| 0.1% | -1.7% | -2.8% | 23.8% | 17.6% | ? | -4.7% | ? | -7.1% | c1nc(N2CCCCC2)c2[nH]cnc2n1 |
| 7.0% | 15.9% | -0.3% | 35.6% | 9.8%[12.7 µM] | 222.1%[activator] | -2.9% | -9.6 | -8.2% | CCOC(=O)C1C(=O)NC(N2CCc3ccccc32)=NC1c1ccccc1 (stereo not drawn) |
| 2.9% | -33.3% | -5.3% | 22.9% | -3.5%[59 µM] | ? | -3.0% | -9.7 | -24.3% | O=C1Nc2ccccc2C1(c1ccccc1)c1ccccc1 |
| -9.0% | -38.3% | -9.4% | 24.0% | 15.9% | ? | -11.1% | 1.5 | 0.0% | O=C(COC(=O)[C@@H]1CCCN1C(=O)c1cccs1)NCCc1ccccc1 |
| 1.9% | -30.6% | -7.6% | 14.3% | -16.9%[59 µM] | 7.9% | -1.1% | -4.5 | -3.5% | Cc1cccc2nc(CSc3nc4ccccc4o3)cn12 |
| 7.0% | 16.3% | -19.9% | 28.8% | 20.3% | -4.6% | ? | -2.0 | -10.0% | COc1ccc(C(=O)NCC(=O)N/N=C/c2cccnc2)cc1 |
| 3.4% | 22.5% | 8.7% | 24.4% | -35.7%[0.0925 µM] | -6.8% | -2.1% | 6.1 | -12.3% | COc1ccc(C2CC(=O)n3c(nc4ccccc43)S2)cc1OC (stereo not drawn) |
| 0.4% | 1.8% | -4.6% | 27.6% | 24.7% | -13.3% | -5.1% | -4.0 | -16.6% | Cc1ccc(NC(=O)CCNS(=O)(=O)c2ccc3c(c2)CCC(=O)N3)cc1C |
| -20.0% | -12.3% | -2.3% | 16.5% | 1.7% | -23.9% | 3.3% | 1.5 | -10.1% | CCOC(=O)C1(Cc2ccccc2)CCN(Cc2cn(CC(=O)OC)c3ccccc23)CC1 |
| 3.8% | -46.0% | -8.9% | 28.5% | 3.8%[59 µM] | ? | -3.0% | 3.1 | -15.4% | CCOC(=O)C1=C(c2ccccc2)OC(N)=C(C#N)C1C1CCCCC1 (stereo not drawn) |
| -10.5% | -9.8% | -1.5% | 20.5% | 9.9% | ? | 6.0% | 5.2 | -7.5% | CCCn1c(N)c(N(CCOC)C(=O)c2ccccc2F)c(=O)[nH]c1=O |
| 0.6% | -5.1% | -0.5% | 27.0% | -0.8% | 9.3% | -2.5% | 2.7 | -8.3% | Cc1ccc(CC2CC(=O)N(c3cc(C)on3)C2=O)cc1 (stereo not drawn) |
| 0.0% | 8.8% | 4.1% | 30.5% | -4.5%[59 µM] | -3.1% | 15.3% | 0.1 | -7.0% | CCOC(=O)NC(=O)C(=CNc1ccccc1OC)C(=O)NC(=O)OCC |
| -11.8%&-14.8% | -3.7%&-1.4% | -12.0%&-6.7% | -4.3%&32.2% | 12.7% | 11.5%&-17.3% | -7.0%&0.8% | 0.3&2.1 | 1.4%&-15.2% | COc1ccc(NC(=O)CSc2nc3nc(C)cc(C)n3n2)cc1 |
| 1.4% | -22.6% | -27.5% | 42.1% | -2.0%[59 µM] | 5.4% | -11.1% | -0.3 | -4.5% | Cc1ccc(C(=O)Nc2ccon2)cc1S(=O)(=O)N1CCCC1 |
| 1.2% | 4.2% | -11.7% | 31.8% | -1.5% | -17.2% | 7.2% | 2.7 | -1.0% | COc1ccc(CCN=C(N)NS(=O)(=O)c2cccs2)cc1 |
| 1.5% | 13.3% | 52.5%[activator] | 36.2% | 52.9%[activator] | 57.2%[activator] | -11.2% | 3.4 | 5.3% | Cc1ccc(/C=N/N(C)S(=O)(=O)c2ccc(C)cc2)cc1 |
| 5.6% | -5.4% | -0.7% | 29.9%[57 µM] | 9.6%[59 µM] | ? | 3.5% | -2.0 | -2.3% | Cc1ccc(C(=O)N2CCc3cc(CNS(=O)(=O)c4cccs4)ccc32)cc1 |
| 5.3% | -26.8% | -1.4% | -19.3% | 16.2%[59 µM] | -9.4% | -3.6% | -2.9 | -17.3% | CCOC(=O)CNC(=O)N1CCN(c2nnc(C)c3c(C)n(-c4ccc(Cl)cc4)nc23)CC1 |
| 13.3% | -5.7% | ? | 39.7%[activator] | 50.1µM* | ? | -6.1% | 2.8 | -15.2% | O=C1/C(=C\Nc2ccccc2)CCN1c1ncccn1 |
| 14.6% | 29.3% | 4.7% | 17.8% | 0.5%[59 µM] | 1.9% | 1.0% | -2.0 | -15.0% | CCN(CC)C(=O)C(C)OC(=O)COc1ccc(Cl)cc1Cl (stereo not drawn) |

These rows are one share of the data, so the mix of outcomes need not match the whole.
